Compound activity from PubChem BioAssay.
MgcRacGAP inhibition = MgcRacGAP GTPase-activating activity inhibitors, confirmation, biochemical, ADP Hunter fluorescence; Rac GTPase-activating protein 1 (Homo sapiens); MgcRacGAP-stimulated Rac1 GTP hydrolysis, ADP Hunter fluorescence; higher % means a stronger effect; GST-tagged Rac1 F28L mutant substrate; inhibition, % at 30 µM, or IC50 in µM where a hit was titrated; hit rate 0.6% among 340,000; AID 624330, 2012;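 active means first-screen hits whose inhibition reached a set limit at any dose in the follow-up dose series; inconclusive means inhibition above the set first-screen limit but never retested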;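 further: fluorescence reports GDP produced by GAP-driven GTP hydrolysis; strong numbers were not always called active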
GPR55 beta-arrestin = GPR55 agonists via beta-arrestin recruitment, primary screen, imaging, U2OS cells, beta-arrestin-GFP redistribution (AID 1961) | G-protein coupled receptor 55 (Homo sapiens) | U2OS GPR55 beta-arrestin-GFP redistribution imaging; higher % means a stronger effect | activation, % at 10 µM; hits with a dose series show EC50 in µM | hit rate 0.048% among 290,000;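 active means activation above 40% with more than 50 cells counted in the well; inconclusive means wells holding fewer than 50 cells, flagged as toxic or sparse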;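 further: U2OS osteosarcoma cells stably expressing GPR55 and beta-arrestin-GFP; plate controls were DMSO negative control for no effect and LPI positive control for full effect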
GPR55 antagonists = GPR55 antagonists blocking LPI-driven arrestin recruitment, primary screen, imaging, U2OS, beta-arrestin-GFP, LPI agonist (AID 2013). hit rate 0.13% among 290,000. U2OS GPR55 beta-arrestin-GFP translocation imaging, LPI antagonism; higher % means a stronger effect. inhibition, % at 10 µM, or IC50 in µM where a hit was titrated;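 active means spots per cell inhibited over 60%, with over 100 cells counted and total cytoplasm intensity under 500,000; inconclusive means wells with under 100 cells, flagged as likely toxic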;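 further: U2OS cells stably carrying GPR55 and arrestin-GFP stimulated by 5 µM LPI near EC80; imaged beta-arrestin-GFP aggregate spots per cell after agonist stimulation; plate controls were LPI-stimulated DMSO wells for no effect and DMSO wells without LPI for full effect; some results filed as inactive read as strong as hits; confirmed hits need IC50 under 10 µM and bright autofluorescent wells are also inconclusive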
T cell HTS = modulators of CD8 T cell-vesicle binding, primary screen, mouse 2C CD8+ T cells, flow cytometry | hit rate 0.068% among 330,000 | calls only at 7 µM | 2C CD8+ T cell-vesicle binding; stronger effect = lower value | AID 2052, 2009;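 active means response, share of CD8 T cells binding vesicles, and their 90th percentile fluorescence all below set limits, cut at about 80% in these data, passing the limit was not always enough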
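material = purified 2C TCR transgenic mouse naive CD8+ T cells | controls = Unloaded micro-vesicles (low), QL9 vesicles with 0.7% DMSO (high) | detection = cytometric PE anti-B7-1 and Alexa647 anti-CD8 signals after 1% paraformaldehyde fixation | incubation = binding step 1.5 h, 37 °C, antibody labelling 20 min, ice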
NTR1 ag = agonists of NTR1, primary screen, imaging, U2OS cells, beta-arrestin-GFP, high content (AID 493036); NTR1-U2OS beta-arrestin-GFP spot imaging, agonist mode; activation, % at 20 µM; hit rate 0.17% among 330,000;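 active means activation at or above 40% of the spot to cytoplasm intensity ratio, with at least 20 cells analyzed; inconclusive means wells under 20 cells, flagged as cytotoxic or low count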;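 further: 0% = DMSO without peptide and 100% = 100 nM NTR1 peptide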
Target sequence (P30989 whole entry, looked up): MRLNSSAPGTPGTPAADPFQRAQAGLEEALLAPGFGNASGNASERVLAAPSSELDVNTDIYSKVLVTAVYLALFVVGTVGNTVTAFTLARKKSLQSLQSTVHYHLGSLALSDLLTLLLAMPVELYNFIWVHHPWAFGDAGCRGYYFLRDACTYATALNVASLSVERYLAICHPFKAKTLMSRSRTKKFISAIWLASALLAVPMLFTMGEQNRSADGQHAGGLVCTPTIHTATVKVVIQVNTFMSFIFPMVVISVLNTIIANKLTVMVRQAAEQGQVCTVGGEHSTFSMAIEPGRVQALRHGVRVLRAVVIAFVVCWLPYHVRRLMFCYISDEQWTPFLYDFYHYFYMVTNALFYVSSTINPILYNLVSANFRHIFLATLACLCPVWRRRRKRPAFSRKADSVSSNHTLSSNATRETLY
Large T inhibition = SV40 large T antigen inhibitors, biochemical (AID 1903); SV40 large T antigen ATPase/helicase inhibition assay; higher % means a stronger effect; one-dose inhibition, % at 20 µM; IC50 in µM for titrated hits; hit rate 0.39% among 310,000; in the data active means a potency from the dose series; inconclusive means inhibition mostly from about 32% at the one dose, without a potency; inactive means the rest, 99 in 100 with inhibition below about 32%; further: strong numbers were not always called active
GPR35 antagonists = GPR35 antagonists blocking zaprinast-driven arrestin recruitment, primary screen, imaging, U2OS, beta-arrestin-GFP, zaprinast agonist (AID 2058); inhibition, % at 10 µM, or IC50 in µM where a hit was titrated; hit rate 0.052% among 290,000; U2OS GPR35 beta-arrestin-GFP translocation imaging, zaprinast antagonism; higher % means a stronger effect; G-protein coupled receptor 35 (Homo sapiens);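 active means inhibition of at least 50% with at least 30 cells and total cytoplasm GFP at most 10,000,000; inconclusive means under 30 cells or total GFP of 10,000,000 plus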
Lipid droplet = inhibitors of hepatocyte lipid droplet formation, primary screen, imaging, high-throughput imaging, BODIPY stain; AID 1656, 2009; inhibition, % at 6.5 µM; AML12 mouse hepatocytes, oleate lipid droplets; hit rate 0.4% among 240,000;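 active means lipid droplet intensity inhibited by at least 50%, with more than 500 cells counted; inconclusive means wells with under 300 cells, treated as cytotoxic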
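Material – mouse AML12 hepatocyte cell line, fixed after treatment · Compound dosing – one dose, 6.5 µM compound · Times – compound with oleate, overnight · Measured by – Image-based BODIPY and DAPI two-channel analysis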
LYP inhibition = inhibitors of LYP phosphatase, biochemical, fluorescence intensity, uHTS (AID 1779). Tyrosine-protein phosphatase non-receptor type 22 (Homo sapiens). recombinant LYP phosphatase, fluorescence intensity; higher % means a stronger effect. inhibition, % at 11.5 µM; hits with a dose series show IC50 in µM. hit rate 0.054% among 290,000; in the data active means inhibition above about 50%;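 further: plate controls were vehicle with enzyme for no effect and no enzyme for full effect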
Lipid droplet cells 6.5 µM = also measured in Lipid droplet; calls as there; cell count; measured here: cell count, cytotoxicity flag;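 cells counted across two imaged fields per well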
T cell HTS vesicle-bound % = further read-out of T cell HTS, marked with its call; double positive events, %; measured here: CD8+ vesicle-bound cell fraction;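 binding gate set so that unloaded-vesicle control wells show 10% double positive cells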
NTR1 ag cell count 20 µM = recorded beside NTR1 ag, whose call it bears; cell count; measured here: cell count, cytotoxicity flag
* hit, by the source's call; i = inactive; ? = inconclusive; nt = no result given. Not a hit list; 1.8% or so of the library scored in one or more.

molecule	MgcRacGAP inhibition	GPR55 beta-arrestin	GPR55 antagonists	T cell HTS	T cell HTS vesicle-bound %	NTR1 ag	NTR1 ag cell count 20 µM	Large T inhibition	GPR35 antagonists	Lipid droplet	Lipid droplet cells 6.5 µM	LYP inhibition
COc1ccc(OC)c(C2=NS(=O)(=O)N(C)C(C(=O)N3CCC4(CC3)OCCO4)=C2)c1	10%	0.7%	-2%	i	8	-0.4	60	16%	-10%	-38	777	-7%
CCOC(=O)c1c(N)n(C2CC(C)(C)NC(C)(C)C2)c2nc3ccccc3nc12	-7%	-0.1%	24%	i	9	-0.3	58	14%	0%	nt	nt	-11%
O=C1NC2(CCCC2)N=C1c1ccc(F)cc1	2%	0.0%	18%	i	46	1.9	82	11%	-12%	-5	716	-8%
CCOc1ccc(-c2nnn(CC(=O)c3ccc4c(c3)OCCO4)n2)cc1	1%	-0.1%	1%	i	18	5.8	43	-10%	-2%	nt	nt	-7%
CCOCCCNC(=O)c1ccc(OC(C)=O)cc1	7%	-0.4%	6%	i	50	-0.3	92	27%	4%	1	715	-6%
Cc1cccc(C2=N/C(=C\c3cccs3)C(=O)O2)c1	-6%	-0.3%	1%	i	18	-1.0	48	0%	3%	18	720	1%
COc1cc(C(=O)Nc2nc(N)n(-c3ccccc3)n2)cc(OC)c1OC	5%	-0.1%	2%	i	48	-1.6	64	7%	7%	8	778	0%
CCOC(=O)COc1ccc(S(=O)(=O)Nc2ccc(C)cc2)cc1	2%	-0.1%	9%	i	37	7.7	76	0%	3%	0	779	-7%
CCc1c(C)nc2cc(-c3cc(OC)cc(OC)c3)nn2c1N1CCCC1	8%	-0.4%	-4%	i	24	17	42	9%	4%	2	758	9%
CC(=O)c1cccc(NC(=S)NC(=O)Cc2ccc(Cl)cc2)c1	8%	-0.2%	0%	i	58	7.4	40	1%	3%	-11	823	-10%
COc1cc(C(C)=O)ccc1COc1ccc(C(=O)OCC(N)=O)cc1OC	5%	-0.3%	4%	i	17	-0.4	67	6%	2%	12	645	-10%
CC(C)(C)C1CCC(=NNC(=S)NCc2ccccc2)CC1 (centres undefined)	-3%	0.0%	2%	i	33	2.1	67	8%	-5%	5	718	7%
O=C(Cc1c(F)cccc1Cl)Nc1ccccn1	1%	-0.1%	-16%	i	15	-1.0	61	14%	9%	nt	nt	-14%
CC(C)OC(=O)c1ccc(OC(=O)c2cccnc2)cc1	6%	-0.1%	-9%	i	42	-1.5	56	3%	-2%	-3	685	-1%
N#C/C(=C\c1ccc(Cl)cc1)c1nc2ccccc2o1	5%	0.1%	19%	i	36	1.4	67	18%	-2%	-8	567	-1%
CC(C(=O)Nc1ccc2c(c1)OCO2)N(c1ccc(Cl)cc1)S(C)(=O)=O (centres undefined)	1%	-0.1%	-2%	i	49	0.5	57	2%	-1%	-5	806	-3%
Cc1ccc2[nH]c(C(=O)N/N=C/c3ccccc3O)c(C)c2c1	2%	0.0%	8%	i	34	1.0	80	5%	-1%	-11	820	5%
CN1C[C@@H]2C(c3ccccc3)C3(c4ccc(C#N)cc4)CC2(C3)[C@H]1c1ccccc1 (some centres undefined)	6%	0.7%	-3%	i	10	-3.6	87	-8%	0%	0	721	-9%
NC(=O)c1c(NC(=S)Nc2ccccc2)sc2c1CCCC2	17%	0.5%	7%	i	29	6.6	78	34%	-3%	10	670	-3%
CC(=O)Nc1ccc(Nc2cc(C)nc3c(-c4ccccc4)c(C)nn23)cc1	1%	-0.2%	-2%	i	28	17	55	3%	-15%	-8	522	0%
O=c1[nH]cnc2onc(-c3ccc(F)cc3)c12	11%	-0.1%	1%	i	25	-1.2	37	34%	6%	nt	nt	-3%
Cn1nnnc1SCc1cccc2ccccc12	7%	-0.6%	-14%	i	24	-0.3	71	6%	2%	9	697	-6%
CCCC(OC(=O)CC1Sc2ccccc2NC1=O)C(=O)NCc1ccco1 (centres undefined)	-8%	-0.3%	22%	i	23	5.0	53	15%	-4%	0	598	2%
COc1cc(/C=C/C(=O)OCc2c(C)noc2C)ccc1OC(F)F	-33%	-0.3%	-4%	i	35	0.5	40	5%	17%	-6	714	-2%
COc1ccc(NC(=O)N2CCCCC2)cc1	6%	-0.2%	9%	i	16	0.3	54	5%	8%	-1	778	-3%
COc1ccccc1NC(=O)COc1ccccc1C(=O)c1cnn(-c2ccccc2)c1	4%	0.3%	3%	i	27	3.2	96	8%	-10%	-31	622	7%
Cc1sc2ncnc(N3CCC(C(=O)NNC(=O)COc4ccccc4F)CC3)c2c1C	5%	nt	nt	i	42	2.6	42	14%	nt	nt	nt	nt
O=C(c1ccc(Cl)cc1Cl)N1CCN(c2ccccn2)CC1	11%	0.4%	3%	i	53	0.4	42	6%	1%	10	861	-8%
N#Cc1ccc(-c2cccnc2)nc1SCC(=O)Nc1sc2c(c1C#N)CCC2	-1%	0.1%	10%	i	55	8.8	65	7%	-8%	-41	591	5%
Cc1cccc(NC(=O)C2(c3cccs3)CCOCC2)c1	5%	-0.2%	4%	i	24	-1.1	62	1%	-2%	7	601	-5%
COc1cc2nc(SCc3c(C)noc3C)n(CCC3=CCCCC3)c(=O)c2cc1OC	0%	-0.3%	8%	i	37	5.4	91	5%	4%	nt	nt	-3%
Cc1ccc(S(=O)(=O)Nc2ccc(N3CCOCC3)cc2)cc1[N+](=O)[O-]	9%	0.1%	2%	i	33	-1.3	48	11%	-6%	10	692	-3%
COc1ccc(S(=O)(=O)N2CC(=O)Nc3ccccc32)cc1	-11%	0.3%	-11%	i	56	-0.2	65	5%	9%	-9	814	-11%
COc1ccc(CCNC(=O)CSc2nc3[nH]ncc3c(=O)n2-c2ccc(Br)cc2)cc1OC	-7%	-0.1%	1%	i	22	2.0	50	10%	-4%	23	615	-5%
Nc1ccc(-c2cc3ccccc3oc2=O)cc1	9%	-0.2%	-3%	i	31	-0.6	56	5%	5%	0	840	-6%
CSc1ccc(CNc2nc3ccccc3n3cnnc23)cc1	13%	0.3%	14%	i	16	8.7	61	0%	-10%	8	743	-6%
COC(=O)C(O)(CC(=O)Nc1ccc(Cl)cc1F)C(F)(F)F (centres undefined)	6%	-0.1%	4%	i	7	-0.7	52	6%	-2%	5	765	-3%
Nc1nc(C(=O)N2CCOCC2)nn1S(=O)(=O)c1ccccc1	-4%	0.6%	-1%	i	21	-1.1	97	-4%	2%	nt	nt	0%
COCCn1nnnc1SCC(=O)c1ccccc1	6%	-0.2%	24%	i	25	-0.6	50	8%	-6%	0	740	-14%
Clc1cccc(Cl)c1CSc1nnc2ccccn12	6%	-0.1%	0%	i	10	-1.7	73	18%	-8%	-4	682	-7%

2 entries from above, set out differently:
Under each structure: MgcRacGAP inhibition | GPR55 beta-arrestin | GPR55 antagonists | T cell HTS | T cell HTS vesicle-bound % | NTR1 ag | NTR1 ag cell count 20 µM | Large T inhibition | GPR35 antagonists | Lipid droplet | Lipid droplet cells 6.5 µM | LYP inhibition
- Cc1sc2ncnc(N3CCC(C(=O)NNC(=O)COc4ccccc4F)CC3)c2c1C
  5% | nt | nt | i | 42 | 2.6 | 42 | 14% | nt | nt | nt | nt
- Nc1nc(C(=O)N2CCOCC2)nn1S(=O)(=O)c1ccccc1
  -4% | 0.6% | -1% | i | 21 | -1.1 | 97 | -4% | 2% | nt | nt | 0%

Next part
molecule	MgcRacGAP inhibition	GPR55 beta-arrestin	GPR55 antagonists	T cell HTS	T cell HTS vesicle-bound %	NTR1 ag	NTR1 ag cell count 20 µM	Large T inhibition	GPR35 antagonists	Lipid droplet	Lipid droplet cells 6.5 µM	LYP inhibition
COC(=O)CN1C(=O)N/C(=C/c2ccc(OC)c(C)c2OC)C1=O	7%	0.5%	9%	i	7	-1.2	46	-3%	-13%	-22	680	7%
O=C(CN1CCC(Cc2ccccc2)CC1)NC(=O)NCc1ccccc1	6%	0.5%	1%	i	52	1.9	70	-4%	4%	-3	617	-6%
O=C(Nc1ccc2c(c1)OCCO2)c1cccnc1	5%	0.1%	16%	i	49	-2.9	73	17%	-15%	nt	nt	-1%
CCOc1ccc(S(=O)(=O)Nc2ccc3c(c2)c2c(n3S(=O)(=O)c3ccc(OCC)cc3)CCCC2=O)cc1	nt	0.6%	-4%	i	19	0.7	61	18%	-13%	-12	654	-2%
Cc1cnc(NC(=O)CSc2nnc(COc3c(C)cccc3C)o2)s1	-10%	1.3%	3%	i	31	-0.7	47	9%	-8%	3	642	-2%
COc1cccc(CN(CC(=O)NC2CCCC2)C(=O)c2csnn2)c1	21%	0.3%	7%	i	25	1.9	57	-5%	-1%	2	739	-6%
COc1cc(O)c(C(CC(=O)N2CCCC(C)C2)c2cc(OC)c(OC)c(OC)c2)c(OC)c1 (centres undefined)	7%	-0.1%	6%	i	25	-0.5	74	5%	4%	-39	633	-7%
CCCCOC(=O)c1ccc(NC(=S)NC(=O)c2c(Br)c(C)nn2C)cc1	8%	0.5%	2%	i	47	10	45	7%	0%	-17	583	-12%
C=CCNC(=O)COc1ccc(S(=O)(=O)NC2CCCCC2)cc1	3%	0.2%	13%	i	45	-1.0	52	2%	2%	-2	731	-3%
Cc1c(C(=O)OC2CCCC2)[nH]c2c1C(=O)CC(c1ccco1)C2 (centres undefined)	7%	-0.3%	-30%	i	58	-4.4	56	-1%	-10%	?	nt	5%
COc1cc(CC(=O)OCC(=O)Nc2cccc([N+](=O)[O-])c2)cc(OC)c1OC	9%	0.6%	-2%	i	38	1.7	73	5%	0%	-5	682	-5%
Cn1c(Cc2cccs2)nnc1SCC(=O)Nc1ccc(F)cc1F	7%	nt	nt	i	5	0.0	58	4%	nt	nt	nt	nt
